# Bioassay records as filed in PubChem BioAssay.
# procasp7 counter – counter-screen: procaspase-7 (human) activation; actives 0.093% (n = 330,000); P55210; activation, % at 8.5 µM; recombinant procaspase-7, Ac-DEVD-pNA absorbance 405 nm; D23A/D198A/D206A triple mutant, cannot self-cleave; scale: DMSO 0, 5 µM enzyme 100;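 active means percent activation above the screen-wide mean plus 3 SD, cut at about 25% in these data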
#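 Assay system: Uncleavable procaspase-7 mutant enzyme; Input: 2 µM procaspase-7 mutant as dispensed; Also added: DEVD-pNA substrate; Medium: Zinc-free HEPES pH 7.4 with 300 mM NaCl, 0.01% Triton X-100; Timing: 1 h compound preincubation, 2 h substrate cleavage, 25 °C; Measured by: Epi-absorbance of released pNA at 405 nm, two timepoints.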
# AHR activator – activators of human aryl hydrocarbon receptor; activation, % at 5 µM; actives 2.5% (n = 320,000); AHR-responsive luciferase reporter cells, luminescence; in the data active means activation above about 47%;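 further: 0% = vehicle wells and 100% = reference agonist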
# Target sequence (P35869 whole entry, looked up): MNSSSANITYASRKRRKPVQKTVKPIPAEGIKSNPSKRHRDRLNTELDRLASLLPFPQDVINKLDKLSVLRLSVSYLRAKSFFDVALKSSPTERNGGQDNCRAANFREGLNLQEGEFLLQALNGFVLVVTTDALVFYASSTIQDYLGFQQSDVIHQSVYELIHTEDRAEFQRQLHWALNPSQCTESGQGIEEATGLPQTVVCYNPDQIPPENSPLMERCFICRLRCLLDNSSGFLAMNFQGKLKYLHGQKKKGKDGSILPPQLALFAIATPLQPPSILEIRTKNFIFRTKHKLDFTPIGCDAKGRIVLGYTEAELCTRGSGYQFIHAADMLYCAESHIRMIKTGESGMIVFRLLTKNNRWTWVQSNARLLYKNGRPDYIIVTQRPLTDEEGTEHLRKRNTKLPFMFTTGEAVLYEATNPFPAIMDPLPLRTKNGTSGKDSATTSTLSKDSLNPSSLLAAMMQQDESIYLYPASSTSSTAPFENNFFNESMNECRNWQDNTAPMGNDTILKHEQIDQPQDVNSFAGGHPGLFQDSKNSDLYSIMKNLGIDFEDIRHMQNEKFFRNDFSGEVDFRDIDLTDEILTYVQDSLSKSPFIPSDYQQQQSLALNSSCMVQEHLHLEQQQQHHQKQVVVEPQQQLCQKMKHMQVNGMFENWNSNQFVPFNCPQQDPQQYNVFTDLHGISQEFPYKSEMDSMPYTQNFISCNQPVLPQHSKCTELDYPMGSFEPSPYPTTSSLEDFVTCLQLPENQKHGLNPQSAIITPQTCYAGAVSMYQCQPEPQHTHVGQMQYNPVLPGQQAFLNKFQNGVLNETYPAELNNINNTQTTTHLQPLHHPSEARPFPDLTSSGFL
# ZTA counter – blocks Epstein-Barr virus ZTA, an EBNA-1 counter-screen; P03206; ZTA-DNA binding, fluorescence polarization; inhibition, % at 11 µM; actives 0.15% (n = 320,000); AID 2234; in the data active means inhibition above about 33%
# LAP4-GFP MLPCN – modulators of TOR pathway LAP4-GFP in S. cerevisiae | S. cerevisiae LAP4-GFP multiplex, flow cytometry GFP, 3 h; median GFP as percent of DMSO wells | GFP response vs DMSO, % at 10 µM | actives 0.34% (n = 320,000);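 active means GFP response vs DMSO above a set limit, about the screen mean plus 3 SD, cut at about 150% in these data; inconclusive means under 70 cell events counted for the yeast strain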
# EBNA-1 inh – blocks EBNA-1 binding to DNA; EBNA-1 DNA binding, fluorescence polarization; AID 1950; actives 0.34% (n = 300,000); inhibition, % at 14.8 µM; in the data active means inhibition above about 28%
# RPL19A-GFP yeast – alters RPL19A-GFP fluorescence in TOR pathway yeast screen. S. cerevisiae RPL19A-GFP strain, flow cytometry, 3 h; active compounds read low. percent response vs DMSO, % at 10 µM. actives 0.3% (n = 330,000);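 active means percent response vs DMSO below 50%; inconclusive means fewer than 70 events counted for the yeast strain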;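 further: median channel GFP fluorescence of the barcoded RPL19A-GFP strain; ratio of sample median GFP to plate DMSO average so 100% = DMSO; lower means less RPL19A-GFP as with rapamycin TOR inhibition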
# procasp3 activ – activators of human procaspase-3; recombinant procaspase-3 D3A, Ac-DEVD-pNA absorbance 405 nm; activation, % at 8.5 µM; actives 0.11% (n = 330,000);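 active means activation above the mean of all tested compounds plus 3 SD, cut at about 21% in these data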;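 further: 0% = DMSO alone and 100% = DMSO wells spiked with extra 5 µM PC-3 D3A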
# Target sequence (P42574 whole entry D9A/D28A/D175A): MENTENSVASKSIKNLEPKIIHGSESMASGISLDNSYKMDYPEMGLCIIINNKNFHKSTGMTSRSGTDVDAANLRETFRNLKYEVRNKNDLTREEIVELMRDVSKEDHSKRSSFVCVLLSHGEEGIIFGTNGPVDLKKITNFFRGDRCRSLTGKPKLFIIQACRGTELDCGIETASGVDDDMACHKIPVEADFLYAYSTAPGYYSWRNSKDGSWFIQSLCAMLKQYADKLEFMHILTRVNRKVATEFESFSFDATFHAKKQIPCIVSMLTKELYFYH
#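 Assay system – Procaspase-3 D3A mutant, all three cleavage aspartates alanine · Controls – DMSO-only low control, 5 µM PC-3 D3A high control · Schedule – 1 h compound preincubation, 2 h substrate hydrolysis at 25 °C · Signal – 405 nm absorbance of p-nitroaniline, reads at 0 and 120 min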
# MEP2 TOR yeast – alters MEP2-GFP fluorescence in TOR pathway yeast screen | S. cerevisiae MEP2-GFP strain, flow cytometry GFP, 3 h; 100% = DMSO control level | GFP response vs DMSO, % at 10 µM | actives 0.51% (n = 330,000);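 active means GFP response versus DMSO above a set limit, roughly screen mean plus 3 SD, cut at about 180% in these data; inconclusive means fewer than 70 cells counted for a yeast strain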;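 further: median GFP fluorescence of the barcode-gated MEP2-GFP cells per well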
# An asterisk follows results filed as active; ? = inconclusive; . = no result given; [ ] = dose if it differs, or a comment. No enrichment for hits; overall some 3.8% were active at least once.
SMILES,procasp7 counter,AHR activator,ZTA counter,LAP4-GFP MLPCN,EBNA-1 inh,RPL19A-GFP yeast,procasp3 activ,MEP2 TOR yeast
CC(=O)Nc1ccc(C(=O)NNC(=O)c2cc([N+](=O)[O-])cc([N+](=O)[O-])c2)cc1,6,0,-13,98,0,102,11,98
Oc1cccc(C=Nc2cccc3ccccc23)c1O,-11,51*,3,86,-15,107,4,104
COC(=O)c1cccc(C(=O)Nc2ccc(C)cc2Br)n1,0,-3,9,118,-8,98,-9,101
CCOC(=O)C1CCN(C(=O)CC2(CC(=O)O)CCCC2)CC1,9,-1,12,92,-4,105,-1,104
CCCC(C)NC(=O)c1nc(-c2ccccc2)n(-c2ccccc2)n1 (stereo unspecified),6,15,8,115,-3,105,1,103
O=c1[nH]c(Nc2nc3ccccc3o2)nc2c1CCCC2,6,55*,-1,93,4,94,-3,94
O=C(CC(=O)N/N=C\c1ccccc1)NCCc1ccccc1,-6,2,2,100,0,102,-2,105
Cc1ccc(C)c(N(C(=O)CNC(=O)c2ccco2)C(C(=O)NC2CCCCC2)c2cccnc2)c1 (stereo unspecified),8,-1,-4,99,5,102,3,95
O=C(NCc1cccs1)c1ccc2c(c1)OCCO2,3,4,1,102,-7,98,0,97
O=C(c1cnccn1)N1CCN(c2ccccc2)CC1,-3,0,12,98,9,98,-4,99
Cc1ccc(-c2nnn(CCOc3cccc(Br)c3)n2)cc1,6,10,-15,102,4,100,8,94
Cc1cccc(C)c1NC(=O)c1cnn(-c2ccccc2)c1C,-11,-5,-14,92,-27,102,-5,101
COc1cc(/C=C/C(=O)OCC(=O)NC(=O)NC2CCCCC2C)ccc1OC(F)F (stereo unspecified),3,1,-17,101,.,102,-8,98
O=C1C2CC=CCC2C(=O)N1Nc1ccccc1 (stereo unspecified),7,1,-12,92,-21,95,7,101
COC(=O)c1cc(S(=O)(=O)N2CCN(Cc3ccccc3)CC2)c[nH]1,-4,1,-5,98,-5,100,9,95
CC(C)n1cnnc1SCC(=O)Nc1cccc(S(=O)(=O)N(C)c2ccccc2)c1,12,3,4,108,-4,105,4,106
O=C(/C=C/c1ccc2c(c1)OCO2)Nc1nncs1,2,89*,-2,110,15,100,2,93
CCN(CCCNC(=O)CNC(=O)Cn1cnc2ccccc2c1=O)c1cccc(C)c1,-4,3,4,110,3,107,6,106
COc1cc([N+](=O)[O-])ccc1NC(=O)CN1CCN(C(=O)c2ccco2)CC1,4,1,12,120,0,103,3,131
Cc1cccn2c(=O)c3cc(C(N)=S)c(=N)n(CCCOC(C)C)c3nc12,-21,21,-2,111,-1,106,-20,107
CCCCOC(=O)CCn1c(=S)oc2ccccc21,1,-2,5,90,0,92,2,92
CCN(CC)CCCN(Cc1cc2cc3c(cc2[nH]c1=O)OCCO3)C(=O)Nc1ccc(F)cc1,16,8,-9,92,0,90,3,91
CN(C)S(=O)(=O)c1ccc(NC(=O)c2cc(-c3cccs3)nc3ccccc23)cc1,3,-1,4,73[may fluoresce red],6,?,-3,77[may fluoresce red]
O[C@@H]1CN(Cc2ccc(-n3cccn3)cc2)CC[C@H]1N1CCN(c2ccccc2F)CC1,1,1,2,96,-8,106,-2,107
CCC1NC(=S)N(C2CCCCC2)C1=O (stereo unspecified),6,-1,6,100,1,101,6,101
O=C(NCc1ccco1)c1nn2c(C(F)(F)F)cc(-c3cccs3)nc2c1Cl,-4,10,-24,93,2,108,5,95
C=CC[C@H](CC(=O)N[C@H](CO)Cc1ccccc1)C(=O)N[C@@H](COC(=O)[C@H](CC=C)CC(=O)OC(C)(C)C)Cc1c[nH]c2ccccc12,-4,1,.,91,.,98,2,100
CCN1CCCC1CNC(=O)C1c2cc(OC)c(OC)cc2C(=O)N(C)C1c1cccnc1 (stereo unspecified),2,1,7,98,18,99,15,102
Cn1c(SCC(=O)c2ccccc2)nnc1-c1cnccn1,-8,8,7,101,13,99,4,107
O=C(NCCCN1CCOCC1)c1cc(-c2ccccc2F)no1,10,10,0,98,6,98,6,103

# Results in LAP4-GFP MLPCN, RPL19A-GFP yeast and MEP2 TOR yeast, for two of the compounds above:
SMILES | LAP4-GFP MLPCN | RPL19A-GFP yeast | MEP2 TOR yeast
C=CC[C@H](CC(=O)N[C@H](CO)Cc1ccccc1)C(=O)N[C@@H](COC(=O)[C@H](CC=C)CC(=O)OC(C)(C)C)Cc1c[nH]c2ccccc12 | 91 | 98 | 100
CCN1CCCC1CNC(=O)C1c2cc(OC)c(OC)cc2C(=O)N(C)C1c1cccnc1 (stereo unspecified) | 98 | 99 | 102

# Other structures
SMILES,procasp7 counter,AHR activator,ZTA counter,LAP4-GFP MLPCN,EBNA-1 inh,RPL19A-GFP yeast,procasp3 activ,MEP2 TOR yeast
Cc1ccc(S(=O)(=O)N(C)c2ccccc2C(=O)NC2CCCC2)cc1,-9,0,8,103,-13,105,-3,104
Cn1c(-c2ccc3c(c2)OCO3)cnc1NCc1ccccc1Cl,0,19,10,82,3,93,0,87
Nc1c(-c2ccc(Cl)cc2)cnn1-c1cccc([N+](=O)[O-])c1,3,0,-5,107,1,100,-7,101
CN(C)/C=C1\C(=O)N(c2ccc(Oc3ccccc3)cc2)CS1=O (stereo unspecified),2,-1,0,103,3,96,-2,94
CCCCCSc1nnc(C)c(=O)[nH]1,2,0,-4,101,7,103,10,105
COc1ccc(C(C)(C)NC(=O)C2CCC(=O)N(CCCN3CCCC3=O)C2)cc1 (stereo unspecified),1,1,12,92,6,98,-2,107
COc1ccccc1NC(=O)COC(=O)c1cnccn1,-2,2,3,85,4,85,-2,87
S=C(NCc1ccncc1)Nc1ccc(Cl)cc1,9,0,-15,96,8,74,-1,87
COc1ccccc1NC(=O)CCc1nc2ccccc2s1,-2,2,13,102,11,97,-1,102
CC1(C)N=C(N)N=C(N)N1c1ccccc1,0,3,9,93,-2,96,-1,96
COC(=O)CNc1n[nH]c(=S)[nH]c1=O,4,5,6,93,-8,96,1,99
CCCCCOc1ccc(C2C(C(C)=O)=C(C)Nc3ncnn32)cc1OC (stereo unspecified),7,10,8,104,-1,97,-1,105
COc1ccc(CNCC(O)(c2ccccc2)c2ccc(F)cc2)cc1OC (stereo unspecified),4,1,-16,99,11,112,-3,117
CCCS(=O)(=O)N1CCN(C2Cc3ccccc3C2)CC1,-2,1,19,105,14,99,-8,102
CC(C)c1ccc(OCc2nnc(SCC(=O)N3CCCCC3)o2)cc1,-4,3,-16,95,1,99,-6,95

# AHR activator: what is marked active above.
Compound | AHR activator | LAP4-GFP MLPCN | EBNA-1 inh | RPL19A-GFP yeast | procasp3 activ | MEP2 TOR yeast
Oc1cccc(C=Nc2cccc3ccccc23)c1O | 51* | 86 | -15 | 107 | 4 | 104
O=c1[nH]c(Nc2nc3ccccc3o2)nc2c1CCCC2 | 55* | 93 | 4 | 94 | -3 | 94
O=C(/C=C/c1ccc2c(c1)OCO2)Nc1nncs1 | 89* | 110 | 15 | 100 | 2 | 93

# (cont.)
SMILES,procasp7 counter,AHR activator,ZTA counter,LAP4-GFP MLPCN,EBNA-1 inh,RPL19A-GFP yeast,procasp3 activ,MEP2 TOR yeast
CN(C(=O)c1ccc(=O)n(Cc2ccc(Cl)cc2)c1)c1ccccc1,-1,-2,-2,107,-14,95,-4,94
O=C(CN1CCN(S(=O)(=O)c2ccc(Cl)s2)CC1)NCc1ccc(Cl)cc1,9,-1,-16,101,6,100,-8,113
COc1ccc(-n2c(=O)cc(N3CCc4ccccc43)[nH]c2=O)cc1,-7,5,3,91,-2,93,-8,94
O=C(Cc1ccccc1)NS(=O)(=O)c1ccc(N=NN2CCOCC2)cc1,-8,-2,9,81,7,87,-9,86
CC(=O)c1c(C)[nH]c(C(=O)CN2C(=O)NC(C)(c3ccc(C)cc3)C2=O)c1C (stereo unspecified),13,5,7,111,-2,96,9,94
COCCNC(=O)C(c1cccc(OC)c1)N(C(=O)Cn1nnc2ccccc21)c1cccnc1 (stereo unspecified),-4,2,1,102,-4,100,-2,104
CCCc1nn(C)c(C(=O)Nc2ccc(C)c(C)c2)c1Cl,3,3,5,101,11,95,3,100
COC(=O)c1cn(C(=O)c2cc(Cl)ccc2Cl)c2ccccc12,9,-5,1,95,6,101,-2,99
Cc1cc2cc3c(cc2nc1SCC(=O)OC(C)C)OCCO3,1,-1,-20,99,2,91,9,104
CNC(=O)COc1coc(CN2CCN(Cc3ccccc3)CC2)cc1=O,2,0,2,99,-1,97,-2,95
Cc1sc2ncnc(N3CCN(Cc4ccccc4)CC3)c2c1-c1ccccc1,3,1,-10,93,-17,101,-7,103
COc1ccc(C2CC(c3ccccc3)=NN2C(=O)COC(=O)c2nc3nc(C)cc(C)n3n2)cc1 (stereo unspecified),1,0,12,98,4,111,7,101
COc1ccc2cc1Oc1ccc(cc1)C[C@H]1c3cc(c(OC)cc3CCN1C)Oc1c(OC)c(OC)cc3c1[C@H](C2)N(C)CC3,-9,2,0,104,5,103,4,101
COc1ccc(/C=C/C(=O)N/C(=C\c2ccco2)C(=O)NCCc2nc3ccccc3[nH]2)cc1,15,-1,7,96,9,106,3,105
C#CC(CC)(CC)NC(=O)c1ccc(Br)s1,-1,2,7,108,3,98,0,104
CC(NC(=O)Nc1ccccc1)C(c1cccs1)N1CCN(C)CC1 (stereo unspecified),-4,-2,3,106,6,95,-8,96
COc1ccc(NC(=S)N2CCC(C(=O)c3ccc(C)cc3)CC2)cc1,-2,-2,-21,96,-6,100,-8,107
Nc1ccc(Sc2cc(Cl)nc(N)n2)cc1,-8,0,1,94,-4,94,4,96
CCN(CC)C(=O)Cn1nc(-c2ccncc2)nc1SCC(=O)Nc1ccc(OC)cc1,6,0,4,86,-16,101,-1,100
CC(=O)N1CCC(C(=O)Nc2cc(C)cc(C)c2)CC1,3,-1,4,105,1,98,-2,101
Cc1cc(C)c(NC(=O)CN2CCC(NC(=O)NC3CCCCC3)CC2)c(C)c1,3,0,-13,95,-3,91,6,103
Cc1cc(C(=O)N2CCN(c3ccccc3Cl)CC2)c(C)o1,6,3,.,97,.,98,-2,107
COc1ccc(NC(=O)CS(=O)(=O)c2cn(CC(=O)N3CCOCC3)c3ccccc23)cc1OC,-5,5,-3,111,9,98,0,103
CSc1nc(O)c(C(c2ccc(F)cc2)c2c(O)nc(SC)[nH]c2=O)c(=O)[nH]1,4,-1,-18,117,0,102,-5,105
O=C(NCc1ccccc1Cl)C1CCCN(c2ncnc3c2nc2n3CCCCC2)C1 (stereo unspecified),4,6,-2,88,-10,102,-3,95
COc1ccccc1CNC(=O)CCC(=O)N1CCOc2ccc(Cl)cc21,4,41,3,95,8,93,4,94
COc1cc(/C=C2/C(=O)NN(c3ccc(Cl)cc3)C2=O)ccc1OC(=O)c1ccco1,-4,-2,4,73,-1,106,1,109
COCc1cc(C)c(C#N)c(=S)[nH]1,-40,14,-18,105,-3,101,-27,105
COc1ccc(-c2nc3ccccc3c(=O)n2CCOc2ccccc2C)cc1,-4,10,7,91,-1,104,6,102
CCc1nnc(NS(=O)(=O)c2ccc(NC(=O)c3cc(Cl)ccc3OC)cc2)s1,0,4,2,107,-9,105,-8,108
CCOC(=O)C1(Cc2cccc(OC)c2)CCCN(C(=O)c2ccccc2C)C1 (stereo unspecified),9,1,-5,112,-2,104,3,111
CCNC(=O)C(=O)NCCc1ccc(Cl)cc1,5,-5,7,98,8,97,4,104
O=C(NN=C1CCCCCCC1)c1ccc(F)cc1,9,9,6,105,-2,97,6,97
COc1ccc2c(c1OC)C(=O)N1C2SC[C@H]1C(=O)NCCC(C)C (stereo partly specified),10,1,-5,94,9,99,4,100
